Screening results as filed in PubChem.
Fam108B inh: counter-screen for RBBP9 inhibitors: inhibitors of mouse Fam108B; recombinant Fam108B, FP-Rh probe fluorescence polarization; inhibition, % at 9.51 µM; 0.33% of 300,000 active; AID 1947;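 active = inhibition above the screen mean inhibition plus 3 SD, computed separately per campaign, cut at about 18% in these data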;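 note: inhibitors lower polarization as less probe binds the enzyme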
MCL1-BIM inh: MCL1-BIM-BH3 interaction inhibition (human). GST-MCL1 / FITC-Bim-BH3 fluorescence polarization. AID 2057. inhibition, % at 10.9 µM. 0.68% of 320,000 active;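 active = inhibition above the mean inhibition of all tested compounds plus 3 SD, set per campaign, cut at about 40% in these data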;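 note: 0% = DMSO wells and 100% = unlabeled Bim-BH3 peptide control; higher means more loss of mP so more displacement of Bim peptide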
MEX-5 binding: C. elegans MEX-5 TCR-2 RNA binding activity; Q9XUB2; MEX-5/FITC-TCR2 RNA binding, fluorescence polarization; stronger effect = lower value; activity score (negative = inhibition of binding), % at 10 µM; 0.38% of 300,000 active; AID 1832;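 active = inhibition past about -25% in most replicates, and total fluorescence under double the plate's negative control median, limit read from the data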;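 note: 0% = DMSO and -100% = 5 µM competing unlabeled TCR2 RNA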
GLD-1 RNA inh: GLD-1-TGE RNA interaction inhibition (C. elegans); Q17339; purified GLD-1 + fluorescein TGE RNA, fluorescence polarization; inhibition, % at 5.96 µM; 0.44% of 320,000 active;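 active = percent inhibition above a per-plate cutoff, the plate mean of test compounds plus 3 SD, cut at about 30% in these data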;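 note: 0% = DMSO wells with GLD-1 and probe and 100% = wells lacking GLD-1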
PME-1 primary: blocks human protein phosphatase methylesterase 1; Q9Y570; 0.53% of 320,000 active; AID 2130; inhibition, % at 5.9 µM; recombinant PME-1, FP-Rh probe fluorescence polarization;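 active = inhibition above the campaign mean of all compounds plus 3 SD, cut at about 26% in these data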;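 note: competitive labeling of PME-1 active site by serine hydrolase directed probe; 0% = PME-1 with DMSO and 100% = wells lacking PME-1 enzyme; inhibitors block probe labeling so polarization falls and inhibition rises; many of its hits are not listed in these tables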
Efflux pump mplx: antifungal efflux pump inhibition, Nile Red retention; inhibition, % at 10 µM; S. cerevisiae Candida pump triplex; 0.44% of 330,000 active;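 active = plate passing quality check with inhibition over a set limit, or well fluorescence over plate mean plus 4 SD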;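 note: Nile Red retained in pooled yeast measured as flow cytometry median fluorescence; 0% = buffer negative control and 100% = Enniatin B positive control; higher means more Nile Red kept so more efflux inhibition; some compounds called inactive have numbers as strong as hits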
GRK2 aptamer HTS: inhibitors of human GRK2 displacing RNA aptamer; bead flow cytometry, FAM-aptamer displacement from GRK2; inhibition of aptamer binding, % at 10 µM; 0.59% of 330,000 active; AID 488847;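 active = inhibition of aptamer binding above 40%, roughly 3 SD of noise, on plates passing a quality check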;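 note: median bead fluorescence of bound FAM aptamer so fluorescent compounds give negative values; no value below 0 was filed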
Target sequence (P25098 whole entry, looked up): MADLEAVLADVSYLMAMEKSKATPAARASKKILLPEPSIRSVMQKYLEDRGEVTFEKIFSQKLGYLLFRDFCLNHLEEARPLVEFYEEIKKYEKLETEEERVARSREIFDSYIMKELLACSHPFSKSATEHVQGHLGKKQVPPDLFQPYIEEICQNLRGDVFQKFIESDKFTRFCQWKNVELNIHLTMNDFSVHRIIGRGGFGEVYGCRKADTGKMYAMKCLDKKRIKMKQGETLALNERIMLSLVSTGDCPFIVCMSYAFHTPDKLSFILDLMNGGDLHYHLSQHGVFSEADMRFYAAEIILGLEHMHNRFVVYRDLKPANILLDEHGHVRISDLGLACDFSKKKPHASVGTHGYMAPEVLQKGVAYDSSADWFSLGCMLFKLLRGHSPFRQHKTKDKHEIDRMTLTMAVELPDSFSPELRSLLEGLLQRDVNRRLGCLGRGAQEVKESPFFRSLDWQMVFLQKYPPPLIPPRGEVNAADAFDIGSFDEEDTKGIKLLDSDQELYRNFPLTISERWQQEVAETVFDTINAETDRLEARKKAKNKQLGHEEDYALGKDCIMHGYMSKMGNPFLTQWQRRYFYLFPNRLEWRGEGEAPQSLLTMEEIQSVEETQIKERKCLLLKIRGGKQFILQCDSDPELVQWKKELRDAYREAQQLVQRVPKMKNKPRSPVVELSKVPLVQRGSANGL
Bcl-xL primary: blocks human Bcl-xL binding to Bim BH3 peptide; Q07817; GST-Bcl-xL / FITC-Bim BH3 peptide fluorescence polarization; 0.7% of 320,000 active; inhibition, % at 10.9 µM;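 active = inhibition above the mean of all tested compounds plus 3 SD, cutoff set per campaign, cut at about 30% in these data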;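 note: 0% = DMSO wells and 100% = unlabeled Bim-BH3 peptide competitor; inhibitors lower millipolarization by displacing the labeled peptide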
Target sequence (Q07817 whole entry, looked up): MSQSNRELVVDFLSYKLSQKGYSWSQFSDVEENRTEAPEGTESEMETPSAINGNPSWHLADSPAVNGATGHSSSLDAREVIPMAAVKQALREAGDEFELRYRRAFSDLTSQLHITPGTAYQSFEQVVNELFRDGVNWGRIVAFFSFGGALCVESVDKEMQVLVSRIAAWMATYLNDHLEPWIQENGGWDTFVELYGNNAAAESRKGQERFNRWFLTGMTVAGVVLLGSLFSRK
VLA-4 inh: inhibition in a human VLA-4 binding assay | P13612 | VLA-4 expressing cells, ligand binding flow cytometry | inhibition, % (about 7 µM as worked out from the volumes in the protocol) | 0.2% of 330,000 active | AID 2557; in the data active = inhibition above about 50%
* marks the source's active call; other numbers are inactive results; · = no result given. Only part of the results is shown; the hit share may differ from the screen's.

The opening 2 records (preview)
SMILES	Fam108B inh	MCL1-BIM inh	MEX-5 binding	GLD-1 RNA inh	PME-1 primary	Efflux pump mplx	GRK2 aptamer HTS	Bcl-xL primary	VLA-4 inh
CN(CC(=O)Nc1ccc(C#N)cc1)Cc1ccc(Cl)cc1	-0.1	-0.7	-1.4	1.8	6.3	0.0	0.0	1.7	5.6
CCCC(=O)c1c[nH]c(C(=O)NCCCN2CCOCC2)c1	-1.0	-0.1	1.2	-3.3	-2.3	-0.1	0.0	2.4	0.5

Main list, previewed entries included:
SMILES	Fam108B inh	MCL1-BIM inh	MEX-5 binding	GLD-1 RNA inh	PME-1 primary	Efflux pump mplx	GRK2 aptamer HTS	Bcl-xL primary	VLA-4 inh
CN(CC(=O)Nc1ccc(C#N)cc1)Cc1ccc(Cl)cc1	-0.1	-0.7	-1.4	1.8	6.3	0.0	0.0	1.7	5.6
CCCC(=O)c1c[nH]c(C(=O)NCCCN2CCOCC2)c1	-1.0	-0.1	1.2	-3.3	-2.3	-0.1	0.0	2.4	0.5
CC1(C)CC(=O)C2=C(C1)OC(=O)C2(NC(=O)c1cccs1)C(F)(F)F (stereo not drawn)	3.4	0.6	-2.2	-3.7	-3.1	-0.1	0.0	3.7	-3.2
COc1ccc2nc(C)cc(SCC(=O)N/N=C/c3ccco3)c2c1	5.6	11.8	0.5	-9.4	0.2	0.1	0.0	1.4	5.4
C=CCNC(=O)c1ccccc1CCc1ccccc1	-2.5	5.3	0.3	-0.3	5.3	0.0	0.0	3.3	-16.2
COc1ccc2nc(N3C(=O)/C(=C/c4ccccc4)NC3=S)sc2c1	19.7*	-142.0	-3.0	-109.7	57.6*	-0.3	0.0	-57.9	-5.4
Cc1ccc(N2C(=S)N=C(Nc3ccccc3C)C23CCOC(C)(C)C3)cc1 (stereo not drawn)	0.2	7.4	0.0	2.1	-2.0	0.0	0.0	7.9	0.0
COc1ccc(N2CCN(C(=O)/C(C#N)=C/c3ccccc3)CC2)cc1	1.8	-9.9	0.4	0.7	-3.0	0.0	5.0	1.2	-30.5
CSc1nnc2n(Cc3ccccc3)c(=O)c3c4c(sc3n12)COC(C(C)C)C4 (stereo not drawn)	1.7	-6.7	2.7	6.5	-5.7	-0.3	5.0	-2.0	5.5
COc1ccc(NC(=O)CN(C)C(=O)c2ccc(N3CCCC3)c([N+](=O)[O-])c2)cc1	-3.0	-0.7	-5.5	-2.1	-1.1	-0.1	0.0	0.8	4.5
CN(C)C(=O)COc1ccc(Oc2ccccc2)cc1	0.8	0.8	-2.4	-7.5	5.4	0.0	0.0	2.7	3.3
COc1ccc(C(=O)N2CCCC(C(=O)N3CCCCCC3)C2)cc1 (stereo not drawn)	-2.3	-4.4	1.4	1.7	-1.0	0.0	0.0	1.4	9.5
COc1ccc(S(=O)(=O)N(Cc2ccccc2)c2ccccc2C(=O)O)cc1	-0.4	-9.1	0.7	3.3	3.6	0.1	3.0	-1.4	2.1
Cc1ccc(S(=O)(=O)NCCC(=O)OCC(=O)N(C)c2ccccc2)cc1	3.2	11.4	1.0	2.3	4.3	0.0	2.0	6.2	0.3
O=C(COC(=O)CNC(=O)c1ccc(Cl)cc1Cl)NNC(=O)c1ccccc1F	·	·	·	0.9	·	-0.1	4.0	·	0.0
O=C1C=C(c2ccc(F)cc2OCc2ccccc2)C[C@@H](c2ccc3c(c2)OCO3)C1	·	-0.7	·	-2.2	-2.4	1.1	0.0	3.5	0.0
O=CN(c1ccccc1)c1ccc2ccccc2c1	4.8	5.5	0.5	3.3	7.6	0.2	0.0	1.4	0.3
CCOc1ccccc1CN1CCNC(=O)C1CC(=O)N(C)CCC1CCOCC1 (stereo not drawn)	-3.3	0.5	0.6	4.7	-6.0	0.2	0.0	4.7	-2.8
CCCNC(=S)Nc1c(C)n(C)n(-c2ccccc2)c1=O	-3.9	5.7	1.1	1.0	-5.4	0.0	0.0	7.7	19.1
CCOc1ccc(NC(=O)CN(C)C(=O)c2ccc(C)c(S(=O)(=O)N3CCCCC3)c2)cc1OCC	·	·	1.3	·	·	-0.7	3.0	·	1.7
CCN1CCN(C(=O)C2CCN(S(=O)(=O)N3CCC4(CC3)OCCO4)CC2)CC1	1.8	-9.1	-2.5	6.7	-0.2	0.0	2.0	-1.8	-5.6
CCc1ccccc1NC(=O)c1nnn(CC(=O)Nc2cccc(C)c2C)c1N	-2.4	1.7	-0.7	-8.3	-4.6	0.0	1.0	5.8	-22.9
Cc1cc(NC(=O)COC(=O)c2cccc(S(=O)(=O)N3CCOCC3)c2)no1	-7.5	-9.7	-1.5	-0.7	-1.3	0.2	5.0	-5.2	4.5
COc1ccc(C(=O)NC(=O)N2CCCCC2)cc1	-5.5	3.5	0.1	-6.9	-3.6	-0.1	1.0	4.9	-2.7
Cc1ccc(C)c(SCC(=O)OCC(=O)N2CC(C)OC(C)C2)c1 (stereo not drawn)	-3.5	-5.4	0.8	-0.9	0.0	0.2	3.0	-1.1	17.7
O=C(O)[C@@H]1CCCN(S(=O)(=O)c2cccc3cccnc23)C1	·	4.3	·	1.8	4.9	0.1	2.0	4.1	21.5
CC(C)C(=O)N1CCN(c2nc(-c3ccc(Cl)cc3)cs2)CC1	1.3	4.1	-3.8	2.3	-5.2	0.0	0.0	3.0	4.2
O=C1CC(SC(=NCc2ccc3c(c2)OCO3)Nc2ccccc2)C(=O)N1c1ccccc1 (stereo not drawn)	-0.8	11.8	-0.2	6.6	10.7	-0.1	0.0	1.0	3.8
CC(=O)c1c(O)cc(O)cc1CC(=O)O	-3.5	32.3	-28.8*	20.4	-1.4	-0.1	2.0	27.1	4.5
O=c1cc[nH]c2c1ccc1cccnc12	-3.1	-4.5	-2.7	3.4	1.6	0.0	0.0	-3.1	15.5
Cn1c(=O)n(CC(=O)NCc2cccnc2)c2ccccc21	-0.3	0.6	-0.1	3.5	2.4	-0.2	0.0	4.5	13.8
C#CCn1c(-c2ccccc2)ccc(C#N)c1=O	-7.8	3.1	0.5	6.5	-7.0	0.3	1.0	2.4	-2.8
CC(C)(C)c1ccc(-c2nc(C#N)c(NCc3ccncc3)o2)cc1	4.9	9.3	-1.2	-1.9	1.3	-0.1	0.0	3.1	-4.2
CCCCc1ccc(NC(=O)N[C@H](C(=O)O)C(C)C)cc1	-1.3	-1.2	-1.0	3.1	-4.0	0.1	2.0	-0.7	4.6
Cc1ccc(C(=O)N/C(=C\c2ccc(F)cc2)C(=O)NCCN2CCOCC2)cc1	-1.4	-0.6	-0.9	-3.3	-2.3	0.0	0.0	-3.7	-0.3
CC(C)(C)NC(=O)CSc1ncccc1-c1nc2ccccc2[nH]1	-0.1	2.7	0.7	-1.8	-10.5	0.1	5.0	-4.6	4.9
Cc1ccccc1NC(=O)c1ccccc1O	0.3	-0.3	-0.6	8.6	-1.3	-0.1	2.0	-4.4	-0.6
O=C(c1ccc(S(=O)(=O)NCc2ccco2)cc1)N1CCCC1	2.9	8.1	0.8	-1.9	2.0	0.0	5.0	8.5	-4.9
CCOc1ccc(CN(C)C(=O)CCc2ccc(S(=O)(=O)N3CCCCCC3)cc2)cc1	·	2.0	·	1.6	4.1	-0.2	6.0	1.0	13.4
O=C(CSc1nc2cc(S(=O)(=O)N3CCOCC3)ccc2o1)Nc1c(F)cccc1F	-0.5	5.5	-0.3	1.7	-1.3	0.1	8.0	3.1	6.4
O=C(COC(=O)c1ccc2ncsc2c1)NCc1cccc(Cl)c1	·	-6.2	·	-3.2	0.9	0.5	0.0	-6.6	-7.9
O=C(O)c1cccc(NS(=O)(=O)c2ccc3nnn(O)c3c2)c1	4.6	2.0	-2.5	2.2	0.1	0.2	0.0	5.2	5.6
COc1ccc(N(CC(=O)Nc2ccc3c(c2)OCO3)S(=O)(=O)c2ccc(C)cc2)cc1OC	2.6	-5.4	-0.2	1.1	-1.8	-0.1	15.0	2.3	24.6
Cn1c(=O)c2c(nc(SCC(=O)NCc3ccco3)n2C)n(C)c1=O	-1.2	0.6	-1.4	-1.5	4.0	0.0	5.0	-1.7	4.0
CCCNC(=O)C(Cc1ccc(I)cc1)NC(=O)C1CC1 (stereo not drawn)	·	8.8	·	1.6	-1.3	-0.1	2.0	0.6	-3.5
CC(=O)OCC(=O)Nc1ccc(N=Nc2ccccc2)cc1	0.5	-8.5	-1.0	7.8	6.9	0.0	1.0	0.9	2.3
Nc1cc(S(=O)(=O)C(F)(F)F)ccc1C(=O)O	-4.4	1.9	-0.9	5.6	-1.3	0.0	0.0	2.6	6.0
CCc1nnc2sc(-c3ccc(NC(=O)CSc4ccc(Cl)cc4)cc3)nn12	-7.0	-3.5	-7.1	2.8	-4.2	-0.6	0.0	6.4	5.4
COc1cc(NC(=O)CN2C(=O)CSc3ccc(S(=O)(=O)N4CCCC4)cc32)cc(OC)c1	2.4	0.4	0.2	-3.6	9.2	0.1	0.0	9.7	-0.8
COc1ccc(NC(=O)CN(C)S(=O)(=O)c2ccc(Cl)cc2)cc1Cl	-3.3	-1.4	-1.4	1.1	-3.4	-0.2	0.0	6.0	-7.0
O=C(NCc1ccncc1)c1cc(S(=O)(=O)N2CCOCC2)c(Cl)cc1Cl	0.8	0.2	0.7	7.4	-0.5	0.0	0.0	6.4	4.3
CCOc1ccc2nc(SCC(=O)c3cccs3)sc2c1	-4.0	10.6	1.2	3.1	-10.9	-0.1	1.0	6.3	-4.2
O=[N+]([O-])c1ccc(N2CCN(c3ccccn3)CC2)c(Cl)c1	1.1	3.5	0.5	-7.5	4.4	-0.1	3.0	8.1	-6.7
CCN1CCN(CCCNC(=O)CCC(=O)N2CC(C)Oc3ccc(C)cc32)CC1 (stereo not drawn)	-1.0	11.9	0.8	-7.5	-7.1	-0.1	0.0	7.7	9.9
CCc1ccccc1NC(=O)CNC(=O)c1ccc(OCc2cn3ccccc3n2)cc1	·	·	·	5.9	·	-0.4	4.0	·	0.7
Cc1ccc(Nc2nnc(SCC(=O)Nc3cccc(S(=O)(=O)N4CCCCC4)c3)s2)cc1	-9.8	2.4	-0.9	-0.3	6.0	0.2	0.0	-3.7	24.9

Additional records follow:
SMILES	Fam108B inh	MCL1-BIM inh	MEX-5 binding	GLD-1 RNA inh	PME-1 primary	Efflux pump mplx	GRK2 aptamer HTS	Bcl-xL primary	VLA-4 inh
O=c1c([N+](=O)[O-])cccn1Cc1ccccc1Cl	3.6	2.5	-2.1	6.1	-2.3	-0.1	2.0	0.2	3.7
COc1ccc2[nH]cc(C(=O)N3CCCCC3)c(=O)c2c1	0.1	7.2	-0.6	-2.8	3.4	-0.2	0.0	3.1	5.0
COc1ccc(NC(=O)CN(C)S(=O)(=O)c2ccc3c(c2)OCCO3)c2ncccc12	-2.7	1.9	-3.1	-1.5	0.0	-0.4	0.0	3.0	-17.9
CC1CCN(C(=O)Cn2cnc3c(cnn3C(C)(C)C)c2=O)CC1	0.4	3.8	0.1	11.9	-1.3	-0.1	0.0	2.9	-3.1
Cc1nc2ccccn2c1C(=O)NCCCN1CCOCC1	-4.9	17.3	-4.8	14.2	2.6	0.0	1.0	16.8	-7.1
CC(C)=NNc1nc(-c2ccccc2)cs1	0.3	9.8	-1.2	5.4	-0.4	-0.2	34.0	8.3	14.9
CSc1n[nH]c(NCc2ccccc2)n1	-2.6	-1.0	-0.7	1.7	4.4	0.0	2.0	7.2	10.9
